PKM2 act = PKM2 (human) enzyme activation; purified PKM2, Kinase-Glo ATP luminescence, activation; response scale: 0% is enzyme alone, no compound; Potency, µM (doses to about 57.5 µM), for inactives: at the highest dose activation, hits mostly activators; 260,000 tested, 0.34% active; note: potency is the fitted concentration of half-maximal effect; % is set by controls: 0 for no effect and ±100 for the full control effect; nearly all actives have a fitted effect of over 55% in size
Target sequence (P14618 whole entry, looked up): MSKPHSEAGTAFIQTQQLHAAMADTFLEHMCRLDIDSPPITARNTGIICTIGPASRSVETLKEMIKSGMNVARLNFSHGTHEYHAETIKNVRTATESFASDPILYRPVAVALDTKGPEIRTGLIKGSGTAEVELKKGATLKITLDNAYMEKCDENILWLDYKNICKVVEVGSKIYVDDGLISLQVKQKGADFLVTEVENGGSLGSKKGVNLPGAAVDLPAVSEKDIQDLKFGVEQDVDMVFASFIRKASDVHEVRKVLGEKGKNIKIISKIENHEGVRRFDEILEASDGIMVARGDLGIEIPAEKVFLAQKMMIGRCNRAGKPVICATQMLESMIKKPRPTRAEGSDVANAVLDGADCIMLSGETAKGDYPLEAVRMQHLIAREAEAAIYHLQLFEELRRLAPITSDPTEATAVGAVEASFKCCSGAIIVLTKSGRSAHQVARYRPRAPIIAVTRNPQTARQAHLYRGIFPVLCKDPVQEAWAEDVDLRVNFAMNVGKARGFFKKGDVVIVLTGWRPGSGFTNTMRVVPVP
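Purified hPK-M2 (>95% pure) converted ADP (0.1 mM final) to ATP with 0.5 mM PEP in 50 mM imidazole pH7.2, KCl, MgCl2, Tween 20, BSA; 1 h at room temperature. ATP detected by Kinase-Glo luminescence.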
Tb PFK inh = T. brucei PFK enzyme inhibition; T. brucei PFK, ADP-Glo luminescence; Potency, µM (titrated, usually from 57.5 µM), without a hit: at the highest dose activity, negative = inhibition, actives largely listed as inhibitors; 330,000 tested, 0.17% active;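 note: potency is the fitted concentration of half-maximal effect; 0% = uninhibited 1x PFK enzyme wells and -100% = no-enzyme wells; nearly all actives have a fitted effect of over 60% in size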
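Compounds were pin-transferred as a titration series up to 57 uM into substrate buffer (0.5 mM F6P, 0.1 mM ATP, pH 8.0), then 1.25 nM PFK was added and reactions ran 45 min before ADP-Glo detection.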
Menin MLL FP TR = inhibitors of human menin-MLL interaction, mutant MLL peptide | O00255 | Menin + Texas Red MLL mutant peptide, fluorescence polarization | Potency, µM (titrated, usually from 61.6 µM), without a hit: at the highest dose FP activity change, negative = inhibition, actives largely listed as inhibitors | 270,000 tested, 0.23% active | AID 1768; active = well fitted inhibition curve with a large enough effect in the polarisation, with a control signal flat, not every such curve was filed as active; inconclusive = small, poorly fitted or top-dose-only effect, or effect the other way, or a change in a side signal; inactive = no such curve, though single readings can be large or run the other way; the % refers to the polarisation; note: potency is the fitted concentration of half-maximal effect; % of control where 0% means no effect; many of its hits are not listed in these tables
B2AR arrestin = beta2AR (human) beta-arrestin recruitment activity; Potency, µM (titrated, usually from 46.1 µM), inactives show at the top dose activation, hits mostly activators; beta-arrestin recruitment to beta2AR, cell-based reporter; 330,000 tested, 0.02% active; P07550;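 note: potency is the fitted concentration of half-maximal effect; 0% = DMSO controls and full agonism = EC100 isoproterenol or metaproterenol; nearly all actives have a fitted effect of over 65% in size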
FBPA coupling cs = inhibits coupling enzyme system, counter-screen for aldolase hits | coupling enzyme system counterscreen, AmpLite Red fluorescence | activity change, negative = inhibition, % at 58.2 µM, hits read low | 290,000 tested, 0.67% active | AID 2472; in the data active = activity change below about -30%; note: % is set by controls: 0 for no effect and ±100 for the full control effect
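Activity here indicates interference with the coupling reaction, not aldolase inhibition. Compounds at 57.5 uM final met coupling enzymes for 10 min at RT; substrate and AmpLite Red detection followed, with a 525/598 nm fluorescence read after 20 min.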
PTAP TSG101 blk = blocks PTAP/TSG101 interaction to inhibit HIV-1 budding. Fluorescence polarization, FITC-PTAP peptide / Tsg101 binding. 340,000 tested, under 10 active. Q99816. Potency, µM (series often up to 115 µM), inactives show at the highest dose activity change, negative = inhibition, actives largely listed as inhibitors. AID 493005; active = well fitted inhibition curve with a large enough effect in the main read-out, with a control signal flat, not every such curve was filed as active; inconclusive = small, poorly fitted or top-dose-only effect, or effect the other way, or a change in a side signal; inactive = no such curve, though single readings can be large or run the other way; note: potency is the fitted concentration of half-maximal effect; % of control where 0% means no effect
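Tsg101 binding domain (10 uM final) was mixed with compound and a FITC-labeled PTAP peptide (50 nM final) in HEPES pH 7.5 buffer with NaCl, Tween 20, EDTA and TCEP; fluorescence polarization was read after 20 min at r.t.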
BCR signal inh = blocks chronic active B-cell receptor signaling | ABC-DLBCL IkBa-CBG/CBR reporter, luminescence ratio, 4 h | Potency, µM (highest dose often 46.1 µM), inactives show at the highest dose ratio change, negative = lower green/red ratio, hits mostly inhibitors | 340,000 tested, 0.05% active | AID 493014; active = well fitted inhibition curve with a large enough effect in the signal ratio, with a control signal flat, not every such curve was filed as active; inconclusive = small, poorly fitted or top-dose-only effect, or effect the other way, or a change in a side signal; the % refers to the signal ratio;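 note: potency is the fitted concentration of half-maximal effect; plate controls were basal doxycycline-induced cells for no effect and cells given 10 µM MG132 for full effect; MG132 reads +100%, hits lower the ratio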
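Concentration-response series (up to 46 uM) were applied to TMD8 dual-reporter cells for 4 h at 37C with doxycycline. Green/red ratio, after filter-overlap correction, defined %Activity; red signal alone was normalised to basal cells and zero luminescence.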
Integrin act MD = activates integrin-mediated alleviation for muscular dystrophy | alpha7betagal myoblasts, beta-gal FDG fluorescence, 48 h | Potency, µM (doses to about 38.3 µM), for the others: at the top dose activation, actives largely listed as activators | 350,000 tested, 0.064% active;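 note: potency is the fitted concentration of half-maximal effect; 100% = response of the positive control SU9516; nearly all actives have a fitted effect of over 60% in size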
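Alpha7betagal+/- myoblasts (passage 13) were plated 16-24 hr, then exposed to compounds (1:260 dilution of DMSO stock) for 48 hours at 37C. After MPER lysis, β-galactosidase reporter activity was read as FDG fluorescence (ex 480/em 540) after 30 minutes.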
GALK inhibitor = inhibitors of human galactokinase; Purified GALK, Kinase-Glo residual ATP luminescence; Potency, µM (doses to about 57.5 µM), for the others: at the highest dose activity change, negative = inhibition, usual class: inhibitors; 270,000 tested, 0.007% active; AID 1868; note: potency is the fitted concentration of half-maximal effect; % is set by controls: 0 for no effect and ±100 for the full control effect
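Luminescence from leftover ATP (Ultra-Glo luciferase/luciferin) served as read-out after a 1 h room-temperature reaction of 5 nM GALK with 35 uM ATP and 100 uM galactose.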
Giardia killer = Giardia lamblia killing. Giardia lamblia trophozoite viability. activity change, % at 7.66 µM, hits read low. 340,000 tested, 0.15% active; in the data active = activity change below about -80%; inconclusive = between about -30% and that limit;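 note: parasites exposed to compound for two days anaerobically before the ATP read; % is set by controls: 0 for no effect and ±100 for the full control effect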
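Trophozoites 100 cells/well + cpd; 48 hrs, 37 deg C, anaerobic. ATPLite 1-Step added, 15-30 min RT, luminescence read (ATP-based viability).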
S-ASM inh = human S-ASM enzyme inhibition; Potency, µM (series often up to 57.5 µM), without a hit: at the top dose activity change, negative = inhibition, actives largely listed as inhibitors; P17405; placental ASM, HMU-PC fluorogenic substrate, 60 min; 340,000 tested, 0.006% active; note: potency is the fitted concentration of half-maximal effect
Target sequence (P17405 47-631 limits assumed): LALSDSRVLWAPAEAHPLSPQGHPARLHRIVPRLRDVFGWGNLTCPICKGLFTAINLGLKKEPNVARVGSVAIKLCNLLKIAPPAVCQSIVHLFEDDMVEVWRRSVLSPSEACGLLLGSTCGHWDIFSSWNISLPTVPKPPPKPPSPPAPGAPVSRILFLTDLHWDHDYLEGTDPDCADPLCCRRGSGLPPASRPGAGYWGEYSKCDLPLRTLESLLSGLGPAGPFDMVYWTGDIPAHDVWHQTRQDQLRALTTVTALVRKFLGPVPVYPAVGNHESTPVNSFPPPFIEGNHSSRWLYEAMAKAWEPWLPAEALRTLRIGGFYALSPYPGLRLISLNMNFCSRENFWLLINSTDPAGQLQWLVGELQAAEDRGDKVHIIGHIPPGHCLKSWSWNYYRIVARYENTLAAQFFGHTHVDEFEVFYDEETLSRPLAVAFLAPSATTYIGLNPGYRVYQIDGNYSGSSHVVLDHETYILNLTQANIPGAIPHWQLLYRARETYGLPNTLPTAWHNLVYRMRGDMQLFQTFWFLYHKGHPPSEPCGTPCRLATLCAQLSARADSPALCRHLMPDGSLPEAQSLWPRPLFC
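Human placenta-derived ASM enzyme was preincubated with compound for 10 minutes at room temperature, then given fluorogenic substrate HMU-PC0 (9 uM final) for 60 minutes at 37 °C; a pH 10 stop preceded fluorescence reading at Ex 386/Em 447 nm.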
* hit, by the source's call; [ ] = remark or other dose. Unless noted, calls come from the whole dose curve; as a rule, active = well fitted curve in the direction sought with a large enough effect; inconclusive = small, poorly fitted or top-dose-only effect, or another doubt; inactive = no such curve, though single readings can be large; an effect the other way counts as inactive or inconclusive.

`COC(C(=O)Nc1c(F)cccc1F)c1ccccc1` (stereo not drawn) gave PKM2 act -10%, Tb PFK inh 0%, Menin MLL FP TR 8%, B2AR arrestin 0.1%, FBPA coupling cs 1, PTAP TSG101 blk 0%, BCR signal inh inconclusive, Integrin act MD inconclusive, GALK inhibitor -1%, Giardia killer 8 and S-ASM inh 1%.
COc1ccccc1NC(=O)CSc1nnc(C)n1CC1CCCO1 (stereo not drawn) was read as PKM2 act -15%, Tb PFK inh 25%, Menin MLL FP TR -1%, B2AR arrestin -0.3%, FBPA coupling cs 2, PTAP TSG101 blk -1%, BCR signal inh 5%, Integrin act MD 12%, GALK inhibitor 2%, Giardia killer 26 and S-ASM inh 2%.
CC1Cc2ccccc2N1CC(=O)N(C)c1c(N)n(Cc2ccccc2)c(=O)[nH]c1=O (stereo not drawn) was read as Tb PFK inh 0%, B2AR arrestin 0.0%, PTAP TSG101 blk -3%, BCR signal inh 0%, Integrin act MD 22%, Giardia killer -24 and S-ASM inh 107%[activator].
`N#Cc1cnn(-c2ccccc2)c1NC(=O)CN1CCOCC1` gave PKM2 act 9%, Tb PFK inh 0%, B2AR arrestin -0.5%, FBPA coupling cs 4, PTAP TSG101 blk 0%, BCR signal inh -6%, Integrin act MD 43%, GALK inhibitor -2%, Giardia killer 3 and S-ASM inh 3%.
For COc1cccc(CNC(=O)Nc2cccs2)c1 the results were PKM2 act 27%, Tb PFK inh 1%, Menin MLL FP TR inconclusive, B2AR arrestin -0.2%, FBPA coupling cs 2, PTAP TSG101 blk -4%, BCR signal inh inconclusive, Integrin act MD -11%, GALK inhibitor 1%, Giardia killer 0 and S-ASM inh 6%.
For CN(Cc1nccs1)C(=O)C1CCC(=O)N(CCCc2ccccc2)C1 (stereo not drawn) the results were PKM2 act 3%, Tb PFK inh 2%, Menin MLL FP TR -15%, B2AR arrestin -0.2%, FBPA coupling cs 1, PTAP TSG101 blk -2%, BCR signal inh 8%, Integrin act MD 4%, Giardia killer 9 and S-ASM inh 2%.
`Cc1ccc(OCCOC(=O)c2nc3nccc(C)n3n2)cc1` gave PKM2 act -3%, Tb PFK inh 2%, Menin MLL FP TR 0%, B2AR arrestin -0.3%, FBPA coupling cs 0, PTAP TSG101 blk 11%, BCR signal inh 3%, Integrin act MD -21%, GALK inhibitor 8%, Giardia killer 3 and S-ASM inh -2%.
For CC(C)(SC(=S)N1CCCCCC1)C(=O)O the results were PKM2 act -10%, Tb PFK inh -7%, Menin MLL FP TR 12%, B2AR arrestin -0.6%, FBPA coupling cs 17, PTAP TSG101 blk -1%, BCR signal inh 5%, Integrin act MD 4%, GALK inhibitor 5%, Giardia killer -12 and S-ASM inh -1%.
Screening Cc1c(/C=N/NC(=O)C(NC(=O)c2ccc3c(c2)OCO3)C(C)C)c2ccccc2n1C (stereo not drawn) returned PKM2 act -8%, Tb PFK inh -3%, Menin MLL FP TR 33%[activator], B2AR arrestin 2.6%, FBPA coupling cs -3, PTAP TSG101 blk 1%, BCR signal inh inconclusive, Integrin act MD 23%, GALK inhibitor 0%, Giardia killer 3 and S-ASM inh -10%.
For CC(C)Oc1ccc(C2CC(=O)N(c3cccc(/C=C/C(=O)O)c3)C2=O)cc1 (stereo not drawn) the results were Tb PFK inh 0%, Menin MLL FP TR -7%, B2AR arrestin -0.6%, FBPA coupling cs -1, PTAP TSG101 blk 1%, BCR signal inh 2%, Integrin act MD inconclusive, GALK inhibitor -2%, Giardia killer -13 and S-ASM inh -1%.
`CCCCC1CCC(C(=O)NCc2ccc3c(c2)OCO3)CC1` (stereo not drawn) gave PKM2 act -8%, Tb PFK inh -1%, Menin MLL FP TR 24%, B2AR arrestin -1.1%, FBPA coupling cs 5, PTAP TSG101 blk 0%, BCR signal inh 9%, Integrin act MD -3%, GALK inhibitor 7%, Giardia killer 8 and S-ASM inh 0%.
`CC(Oc1ccccc1)C(=O)N=C1SC2CS(=O)(=O)CC2N1c1ccc(F)cc1` (stereo not drawn) gave Tb PFK inh -1%, B2AR arrestin -0.9%, PTAP TSG101 blk -2%, BCR signal inh 7%, Integrin act MD 12%, GALK inhibitor 2%, Giardia killer 8 and S-ASM inh -1%.
For CCOc1cc(NC(=S)NCCCN2CCOCC2)c(OCC)cc1NC(=O)c1ccc(C)cc1 the results were PKM2 act -1%, Tb PFK inh -4%, Menin MLL FP TR -13%, B2AR arrestin 0.3%, FBPA coupling cs 0, PTAP TSG101 blk 2%, BCR signal inh -7%, Integrin act MD -16%, GALK inhibitor 1%, Giardia killer 5 and S-ASM inh -2%.
For O=C1OC(c2ccc(Cl)cc2)=N/C1=C\c1cccnc1 the results were PKM2 act 4%, Tb PFK inh 2%, Menin MLL FP TR 8%, B2AR arrestin -0.8%, FBPA coupling cs 2, PTAP TSG101 blk -10%, BCR signal inh 1%, Integrin act MD 19%, Giardia killer 24 and S-ASM inh 4%.
For CN(C)CCNC(=O)C(c1ccccc1)c1ccccc1 the results were PKM2 act -6%, Tb PFK inh 0%, B2AR arrestin 0.1%, FBPA coupling cs 0, PTAP TSG101 blk 0%, BCR signal inh inconclusive, Integrin act MD inconclusive, GALK inhibitor -5%, Giardia killer -10 and S-ASM inh 4%.
For CC1CCN(C(=O)CSc2nnc(Cc3ccccc3)o2)CC1 the results were PKM2 act -22%, Tb PFK inh -5%, Menin MLL FP TR 1%, B2AR arrestin -0.1%, FBPA coupling cs 1, PTAP TSG101 blk -3%, BCR signal inh -2%, Integrin act MD -2%, GALK inhibitor 1%, Giardia killer -18 and S-ASM inh 2%.
`N#Cc1c(-c2ccc(F)cc2)cc(-c2ccccc2)nc1SCC(=O)NCC(=O)O` gave PKM2 act -11%, Tb PFK inh -21%, B2AR arrestin -0.6%, FBPA coupling cs 14, PTAP TSG101 blk -15%, BCR signal inh 10%, Integrin act MD 8%, GALK inhibitor -1%, Giardia killer 6 and S-ASM inh 17%.
Screening O=C(NCCN1CCNC1=O)C1CCC(=O)N(Cc2cccc(C(F)(F)F)c2)C1 (stereo not drawn) returned PKM2 act -1%, Tb PFK inh -1%, Menin MLL FP TR 0%, B2AR arrestin -0.6%, FBPA coupling cs 5, PTAP TSG101 blk -3%, BCR signal inh -10%, Integrin act MD 1%, GALK inhibitor 10%, Giardia killer 23 and S-ASM inh 0%.
Cc1cc(Cl)c2oc(C(=O)N(CCO)Cc3ccccc3)c(C)c2c1 was read as PKM2 act 2%[11.5 µM], Tb PFK inh 1%, Menin MLL FP TR inconclusive, B2AR arrestin 0.3%, FBPA coupling cs -12, PTAP TSG101 blk -11%, BCR signal inh -17%, Integrin act MD 1%, GALK inhibitor -1%, Giardia killer 12 and S-ASM inh -5%.
`CCOC(=O)Cn1nnc(-c2ccc([N+](=O)[O-])cc2)n1` gave PKM2 act 2%, Tb PFK inh -6%, Menin MLL FP TR 4%, B2AR arrestin -0.3%, FBPA coupling cs 3, PTAP TSG101 blk 0%, BCR signal inh inconclusive, Integrin act MD 9%, GALK inhibitor 1%, Giardia killer -6 and S-ASM inh 2%.
Screening CC(C)CN1C(=O)c2ccc(C(=O)NCc3ccc4c(c3)OCO4)cc2C1=O returned PKM2 act 2%, Tb PFK inh 0%, Menin MLL FP TR 13%, B2AR arrestin 0.4%, FBPA coupling cs 0, PTAP TSG101 blk -4%, BCR signal inh 13%, Integrin act MD -10%, GALK inhibitor -2%, Giardia killer 2 and S-ASM inh 0%.
`O=C(CN1C(=O)NC2(CCCC2)C1=O)Nc1ccccc1N1CCCC1` gave PKM2 act -8%, Tb PFK inh -3%, B2AR arrestin 3.2%, PTAP TSG101 blk 0%, BCR signal inh 1%, Integrin act MD 29%, GALK inhibitor -5%, Giardia killer 14 and S-ASM inh -2%.
For CCCNC(=O)CSC1=N/C(=C/c2ccc(F)cc2)C(=O)N1CC the results were PKM2 act 0%, Tb PFK inh -1%, Menin MLL FP TR 2%, B2AR arrestin -0.2%, FBPA coupling cs 0, PTAP TSG101 blk -1%, BCR signal inh 3%, Integrin act MD -2%, GALK inhibitor 2%, Giardia killer -17 and S-ASM inh 29%.
`CC1(c2ccccc2)NC(=O)N(CC(=O)Nc2ccc(S(=O)(=O)Nc3ncccn3)cc2)C1=O` (stereo not drawn) gave Tb PFK inh 2%, B2AR arrestin 0.0%, PTAP TSG101 blk -1%, BCR signal inh 5%, Integrin act MD -2%, Giardia killer -4 and S-ASM inh 4%.
O=C(O)CCc1nc2cccnc2n1Cc1ccccc1 was read as PKM2 act 1%, Tb PFK inh -1%, Menin MLL FP TR 1%, B2AR arrestin 0.1%, FBPA coupling cs 0, PTAP TSG101 blk -3%, BCR signal inh 0%, Integrin act MD -18%, GALK inhibitor 0%, Giardia killer -6 and S-ASM inh 4%.
`Cc1ccc(Cn2nnc3c(=O)n(Cc4cc(C)ccc4C)cnc32)cc1` gave PKM2 act 20%, Tb PFK inh -7%, Menin MLL FP TR inconclusive, B2AR arrestin -0.8%, FBPA coupling cs 0, PTAP TSG101 blk -1%, BCR signal inh 1%, Integrin act MD 1%, GALK inhibitor 1%, Giardia killer -4 and S-ASM inh -1%.

Only part of the results is shown (hit frequency here may not be typical).
